# MC4R antag cAMP: blocks human MC4R cAMP signaling; AID 540295; P32245; MC4R-expressing cells, MTII-stimulated cAMP, LANCE TR-FRET; inhibition, % at 6.5 µM; actives 0.48% (n = 360,000);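 active means inhibition above its plate's cutoff, the mean of tested wells on that plate plus 3 SD, cut at about 29% in these data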;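 further: 0% = Melanotan II alone and 100% = Melanotan II plus saturating MCL0020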
#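 Test system: U2OS cells stably expressing human melanocortin 4 receptor (MC4R); also added: Melanotan II challenge; compound: 6.5 µM single dose; timing: 30-min compound preincubation, 1-h Melanotan II challenge, 1-h detection, room temperature; signal: Eu-cAMP/anti-cAMP TR-FRET, emission 671 nm; repeats: one well per compound, no replicates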
# ABHD5-PLIN5 inh: inhibitors of human ABHD5-perilipin-5 interaction; Q00G26+Q8WTS1; Split G. princeps luciferase complementation, luminescence, 4 h; inhibition, % at 4 µM; actives 0.78% (n = 360,000);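 active means inhibition above the mean inhibition across every tested compound plus 3 SD, cut at about 22% in these data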;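 further: 0% = DMSO only wells and the 100% control is not disclosed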
# MC4R barr agon: agonists of human melanocortin 4 receptor (MC4R) beta-arrestin. actives 0.98% (n = 360,000). U2OS MC4R beta-arrestin complementation, luminescence; percent of melanotan II response, DMSO zero. activation, % at 8.9 µM. AID 540308. P32245;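 active means activation above a per-plate cutoff, the mean activation of sample wells on that plate plus 3 SD, cut at about 8% in these data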
# COUP-TFII inh: NR2F2 (human) inhibition, primary screen. HEK293T NGFI-A luciferase reporter, luminescence. P24468. actives 0.7% (n = 370,000). inhibition, % at 8.6 µM;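 active means inhibition above a per-plate cutoff, mean inhibition of test wells between control levels plus 3 SD, cut at about 38% in these data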;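 further: cells cotransfected with COUP-TFII expression vector driving the NGFI-A reporter; 0% = median of COUP-TF2 test wells and 100% = reporter-only cells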
# Target sequence (P24468 whole entry, looked up): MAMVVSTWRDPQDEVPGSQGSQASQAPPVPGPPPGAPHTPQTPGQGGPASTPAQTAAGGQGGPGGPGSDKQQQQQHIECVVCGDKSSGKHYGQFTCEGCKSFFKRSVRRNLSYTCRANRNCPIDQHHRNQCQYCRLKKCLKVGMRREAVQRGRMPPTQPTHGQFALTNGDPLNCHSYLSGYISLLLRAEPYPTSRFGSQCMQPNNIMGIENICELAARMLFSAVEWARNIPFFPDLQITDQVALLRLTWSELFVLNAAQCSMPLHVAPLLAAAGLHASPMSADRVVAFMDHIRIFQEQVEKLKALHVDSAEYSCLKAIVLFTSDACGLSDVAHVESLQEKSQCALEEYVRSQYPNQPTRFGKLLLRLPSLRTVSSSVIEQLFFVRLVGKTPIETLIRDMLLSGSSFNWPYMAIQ
# NCOA2 inhibitor: human SRC2 (NCOA2) inhibition; HEK293 GAL4-SRC2 luciferase reporter, luminescence; inhibition, % at 9 µM; actives 0.17% (n = 370,000); AID 651957;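 active means inhibition above the mean inhibition of all tested compounds plus 3 SD, set per campaign, cut at about 52% in these data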;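 further: 0% = DMSO treated cells and 100% = cells given Gossypol at 36 µM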
# SRC1 inh: inhibits human SRC1 coactivator; Q15788; HEK293 GAL4-SRC1 luciferase reporter, luminescence; inhibition, % at 3.6 µM; actives 0.12% (n = 360,000); AID 588354;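 active means inhibition above the campaign mean plus 3 SD, with each screening campaign given its own cutoff, cut at about 60% in these data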;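 further: 0% = DMSO treated cells and 100% = gossypol at 36 µM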
# NOD2-RIPK2 inh: NOD2-RIPK2 protein interaction inhibition; actives 0.38% (n = 360,000); CHO BLA complementation NOD2-RIPK2, CCF4 ratio; AID 624267; inhibition, % at 4.98 µM; in the data active means inhibition above about 21%;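 further: 0% = vehicle only and 100% = reference blocker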
# Target sequence (O43353 whole entry, looked up): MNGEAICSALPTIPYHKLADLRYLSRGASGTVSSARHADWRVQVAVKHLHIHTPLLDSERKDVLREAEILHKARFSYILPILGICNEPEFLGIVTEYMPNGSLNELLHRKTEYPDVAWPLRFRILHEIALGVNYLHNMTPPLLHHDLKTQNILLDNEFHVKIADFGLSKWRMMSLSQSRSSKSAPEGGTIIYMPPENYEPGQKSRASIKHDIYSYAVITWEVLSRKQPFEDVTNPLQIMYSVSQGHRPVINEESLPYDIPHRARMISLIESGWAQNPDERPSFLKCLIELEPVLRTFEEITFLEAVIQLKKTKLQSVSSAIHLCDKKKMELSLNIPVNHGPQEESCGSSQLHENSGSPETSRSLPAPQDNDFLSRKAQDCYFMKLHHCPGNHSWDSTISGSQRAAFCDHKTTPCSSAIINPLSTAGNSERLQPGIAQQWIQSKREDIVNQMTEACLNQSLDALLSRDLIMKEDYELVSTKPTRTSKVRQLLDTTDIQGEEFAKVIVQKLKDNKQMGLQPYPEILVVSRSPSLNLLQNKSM
# EBV LMP1 NFkB: reduces LMP1-driven NF-kappaB luciferase signal. inhibition, % at 12.5 µM. LMP1-induced NF-kappaB luciferase reporter cells, luminescence. actives 0.69% (n = 350,000); in the data active means inhibition above about 41%;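 further: 0% = neutral control wells and 100% = reference inhibitor control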
# LRH-1 inv ag: NR5A2 inverse agonism in reporter assay; O00482; HEK293T StAR-luciferase reporter, LRH-1 transfected, 24 h; inhibition, % at 3.6 µM; actives 0.13% (n = 360,000);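 active means inhibition above the mean inhibition of all tested compounds plus 3 SD, cut at about 73% in these data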;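 further: 0% = DMSO wells and 100% = reporter-only cells lacking LRH-1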
# TLR9-MyD88 inh: TLR9-MyD88 interaction inhibition. CHO BLA complementation TLR9-MyD88, CCF4 FRET ratio. Q9NR96+Q99836. inhibition, % at 4.98 µM. actives 0.21% (n = 340,000);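 active means inhibition above the mean over all tested compounds plus 3 SD, cut at about 21% in these data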;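 further: 0% = DMSO only wells and 100% = clavulanate BLA inhibitor control wells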
# NCOA3 inh: human NCOA3 inhibition | actives 0.17% (n = 360,000) | inhibition, % at 3.6 µM | AID 588352 | Q9Y6Q9 | HEK293 GAL4-SRC3 luciferase reporter, luminescence;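 active means inhibition above a per-campaign cutoff, the mean of all compounds plus 3 SD, cut at about 60% in these data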;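 further: 0% = DMSO-treated cells and 100% = gossypol-treated cells at 36 µM; higher means less SRC3-driven luciferase light from the GAL4 reporter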
# The depositor's hits bear a star; · = not tested or not shown.
molecule	MC4R antag cAMP	ABHD5-PLIN5 inh	MC4R barr agon	COUP-TFII inh	NCOA2 inhibitor	SRC1 inh	NOD2-RIPK2 inh	EBV LMP1 NFkB	LRH-1 inv ag	TLR9-MyD88 inh	NCOA3 inh
CCN1CCN(c2nc(N)c([N+](=O)[O-])c(Nc3ccc(C)cc3)n2)CC1	2	7	-0.6	-8	-21	-10	-11	-6	6	-1	14
N#Cc1ccc(C(=O)Nc2cc(-c3ccccc3)nn2-c2ccccc2)cc1	6	2	-1.3	-3	7	-7	4	5	8	1	13
CN(C(=O)CSc1nc(-c2ccccc2)cs1)C1CCS(=O)(=O)C1 (configuration not stated)	-4	-3	2.1	-12	-22	-26	-5	-10	-1	-2	-10
CCCCC(=O)Nc1ccccc1C(=O)OCC(=O)c1ccc2c(c1)OCCO2	-5	4	0.1	4	-12	6	-1	-9	1	-5	15
CC(C)[C@H](NC(=O)c1ccco1)C(=O)OCC(=O)NC12CC3CC(CC(C3)C1)C2	8	5	-1.6	-7	0	-1	3	-4	6	1	21
Cc1n[nH]c(=S)n1/N=C/c1cccc(OCc2ccccc2)c1	1	-8	-1.4	8	-16	-28	-6	1	-49	1	-6
O=C1CC(c2ccccc2)CC(O)=C1C=NCCN1CCN(Cc2ccccc2)CC1 (configuration not stated)	18	0	1.4	4	16	-6	-10	3	-8	-5	26
Cc1cc2oc(=O)cc(CN(C)Cc3ccccc3)c2cc1Cl	·	-2	·	-31	-8	-30	-14	·	-25	·	-42
CNC(=O)c1oc(-c2ccc(Cl)cc2)nc1C	7	1	-4.3	-18	-28	-2	2	-1	-7	9	-7
CN(c1ccccc1)S(=O)(=O)c1cccc(C(=O)NC2CCCCC2)c1	10	0	-0.3	17	21	-6	-3	-6	8	-7	-2
CC(C)[C@@H](C(=O)N[C@@H](Cc1ccccc1)C(=O)O)N1C(=O)N2CCc3c([nH]c4ccccc34)[C@@]2(C)C1=O	11	-1	-1.1	1	-12	3	1	-16	-3	-16	19
CC(C)(C)c1csc(SCC(=O)Nc2ccc(Cl)cn2)n1	-4	-6	2.1	-4	3	-5	-6	6	-24	3	9
COc1ccc(C2C(C(=O)N3CCN(c4ccccc4)CC3)c3ccccc3C(=O)N2C)cc1OC (configuration not stated)	5	4	-2.2	1	-15	4	-2	8	13	-1	-5
Cc1ccc(C(=O)NCc2ccc3c(c2)OCO3)cc1C	3	0	-1.9	-18	-6	-22	9	-12	-32	9	-22
CCc1ccccc1Nc1nc(N)nc(COC(=O)c2c(C)noc2C)n1	1	-1	-1.6	14	4	1	8	-2	-4	12	0
O=C(NCc1cccs1)c1cnc2ccccn2c1=O	-1	1	-1.8	·	·	-1	8	-21	8	8	9
CN(Cc1cc2cc(F)ccc2[nH]1)Cc1nc(-c2cnccn2)no1	4	3	-0.1	-17	-16	-17	0	-9	15	-9	7
Cc1cc(C)nc(SC2=CS(=O)(=O)c3ccccc32)n1	6	2	-1.2	-6	-4	-58	1	-16	-6	13	8
Cc1ccc(S(=O)(=O)N2CCN(C(=O)CCc3c[nH]c4ccccc34)CC2)cc1	14	-4	-0.8	9	8	2	4	-2	-7	8	6
CCC1C(=O)N=C(SCC(=O)Nc2cccc3ccccc23)NC1=O (configuration not stated)	17	2	1.4	8	8	-7	-1	-5	5	3	-17
COc1ccccc1NC(=O)Nc1cc(C(C)C)ccc1C	-4	1	19*	-2	-3	11	0	10	13	2	2
CC(Sc1ccc2c(c1)OCCO2)C(=O)Nc1ccc2c(c1)OCO2 (configuration not stated)	5	0	-1.0	1	-31	-13	-1	-6	-3	8	-10
CCCCCCNc1c([N+](=O)[O-])cc(C)cc1[N+](=O)[O-]	-5	-5	-1.8	4	-16	14	3	27	-4	4	-8
O=C(c1ccc(Cl)cc1Cl)N1CCN(c2ccc(N3CCOCC3)nn2)CC1	9	-6	-1.7	22	-9	-9	1	0	-15	-7	-11
COc1ccc(C2CC(=O)N(CC(=O)NCC3CCCO3)c3ccccc3S2)cc1 (configuration not stated)	2	-4	-0.9	0	9	-25	-11	12	-2	4	1
COc1ccc(CC(N)c2csc(NC(=O)Nc3ccc(OC)cc3)n2)cc1 (configuration not stated)	7	2	1.5	17	32	13	8	·	3	·	1
CC(C)Oc1ccc(S(=O)(=O)N2CCOCC2)cc1NC(=O)C1=NN(c2ccccc2)C(=O)CC1	12	-11	0.0	1	-7	-2	-8	-20	-3	1	6
COCCn1c(SCC(=O)N2CCC(C)CC2)nc2c(c1=O)SCC2	2	6	-2.4	2	21	-22	-12	-5	-17	0	28
Cc1ccccc1S(=O)(=O)Nc1cccnc1	11	-6	-1.0	4	-5	3	-4	2	-11	3	5
CC(C)c1ccccc1-n1cc[nH]c1=S	2	-2	-2.1	0	-1	-3	-8	-5	1	3	7
O=C(C1=C[C@H](c2ccccc2)C[C@H](OCc2ccc(CO)cc2)O1)N1CCN(Cc2ccc3c(c2)OCO3)CC1	11	11	1.5	13	-22	-11	-9	10	28	-10	-6
CCOC(=O)N1CCN(C(=O)CCn2nc(-c3ccc(Cl)cc3)ccc2=O)CC1	5	2	0.1	4	-7	-23	-1	1	-2	-18	6
COc1ccccc1NC(=S)N1C2CCC1CC(NC(=O)NC13CC4CC(CC(C4)C1)C3)C2 (configuration not stated)	8	-2	-0.8	-19	1	-11	6	16	-45	0	2
COc1ccc(NS(=O)(=O)c2cccc(N3CC(O)=C(c4ccccc4)C3=N)c2)cc1	10	1	-0.9	9	-17	0	-3	7	2	7	-9
Cc1cc(OCC(=O)Nc2ccc(CN3CCCCC3)cc2)ccc1Cl	23	2	2.6	-16	-25	4	-7	-7	1	·	-5
Cc1nn(-c2ccccc2)c(Cl)c1C(=O)NCC(C)C	5	-2	-0.3	-1	6	-18	0	-12	-8	5	-7
Cn1c(=O)c2c(nc3sccn32)n(C)c1=O	3	7	-0.5	5	-12	0	-5	-6	10	8	1
O=C(O)C1Cc2c([nH]c3ccccc23)C(c2ccc3c(c2)OCO3)N1 (configuration not stated)	1	0	-1.2	-6	-11	-13	-12	-6	28	-1	-13
CC1C(=O)N2CCCc3cc(NS(=O)(=O)c4ccc(F)cc4)cc1c32 (configuration not stated)	11	5	-0.5	-9	-21	-4	4	-3	-3	-7	19
CCOc1ccccc1C(=O)Nc1cccc2ccccc12	3	3	-0.7	21	-13	-7	-1	9	8	4	-6
COc1ccccc1N(CC(=O)NCC1CCCO1)C(=O)CNS(=O)(=O)c1ccc(C)cc1 (configuration not stated)	10	-4	0.6	2	8	-18	-2	-1	8	0	8
Cn1c(/C(C#N)=C(\O)CN2CCN(Cc3ccccc3)CC2)nc2ccccc21	7	2	0.4	2	-7	11	-15	-3	11	-1	-7
CC(c1ccccc1)n1c(N2CCNCC2)nc2c1c(=O)[nH]c(=O)n2C (configuration not stated)	4	-6	-1.2	-9	-12	13	-5	2	0	12	5
COc1cc(OC)cc(C(=O)N[C@H](C(=O)OCC(=O)Nc2ccc(C)cc2C)C(C)C)c1	14	2	-0.3	9	-18	-9	8	3	0	-5	20
c1ccc(CNc2nc(NCc3cccs3)nc3ccsc23)cc1	-3	6	-1.8	12	-30	3	-6	·	4	·	7
COc1ccc(S(=O)(=O)Nc2nc3c(s2)CCCC3)cc1	-4	8	3.0	10	0	6	-23	-4	-2	1	5
O=C(c1ccc(Cl)cc1)N1CCCC(C(=O)N2CCN(c3ccccc3)CC2)C1 (configuration not stated)	3	0	-1.0	-5	-8	7	-8	·	10	·	12
COc1ccc(-c2cc(C(=O)Nc3ccc(C)c(N)c3)c3ccccc3n2)cc1	-1	1	-0.1	-5	-45	-22	0	-10	-42	-8	-67
CCN(CC(=O)NCc1ccc(F)cc1)Cc1nc2cc(Cl)ccc2c(=O)[nH]1	2	9	-3.2	13	31	-7	-8	-3	9	-17	1
O=C(c1cc(-c2ccccc2O)on1)N1CCOCC1	0	4	-1.3	-28	-28	-55	-11	-9	-98	9	-100
CC(C)(C)c1cc(OC(=O)C2CCCC2)ccc1O	-1	1	5.3	7	26	15	-5	-6	13	6	-9
O=C(CN1CCN(c2ccccc2O)CC1)Nc1cc(S(=O)(=O)N2CCCC2)ccc1Cl	3	9	-4.5	37	22	-2	1	5	-8	10	7
NC(=O)COC(=O)c1cc(=O)[nH]c2ccc(S(=O)(=O)Nc3ccc(F)cc3)cc12	27	2	0.0	-7	-8	-56	5	-5	-6	-14	4
COC(C[C@@H]1O[C@@H]1[C@@H](O)[C@@H](C)OCc1ccccc1)OC	0	2	-1.4	0	5	-4	1	3	14	6	12
CC1CC2(CCCCC2)Nc2c1ccc1ccccc21 (configuration not stated)	6	-5	-0.2	-5	17	0	0	15	10	-4	13
OCCNc1nc(Nc2ccccc2Cl)nc(N2CCCC2)n1	-3	-5	-0.9	3	5	20	8	-4	9	-2	-4
COc1ccc(CONc2ncnc3nonc23)cc1[N+](=O)[O-]	11	3	-0.9	0	4	-25	8	8	5	6	-5
COCCNC(=O)C1Nc2ccc(C(F)(F)F)cc2C2C=CCC12 (configuration not stated)	12	-6	-0.9	4	0	6	-3	-6	2	-5	-7
COc1ccc(OC)c(C2=NS(=O)(=O)N(C)C(C(=O)NCc3cccs3)=C2)c1	0	-6	-3.8	-2	23	5	-12	0	4	13	-4
COC(=O)COc1ccc2cc(-c3ccccc3)c(=O)oc2c1	40*	2	-1.1	-5	2	-3	5	7	-5	10	-3

# (continued)
molecule	MC4R antag cAMP	ABHD5-PLIN5 inh	MC4R barr agon	COUP-TFII inh	NCOA2 inhibitor	SRC1 inh	NOD2-RIPK2 inh	EBV LMP1 NFkB	LRH-1 inv ag	TLR9-MyD88 inh	NCOA3 inh
O=C(Cn1nnc(-c2ccccc2Cl)n1)N/N=C/c1ccc(-c2cccc(Cl)c2)o1	-11	1	11*	-2	19	6	-1	-5	-3	1	-5
COc1ccc(NC(=O)c2cc(S(=O)(=O)N3CCCCC3)c[nH]2)cc1Cl	12	-14	2.6	-6	-30	-10	-1	4	12	-1	-2
CCCCc1c(C)nc2ccc(OC)cc2c1SCCC(=O)O	27	1	2.7	4	8	9	4	3	-12	4	3
COc1ccc(NC(=O)C2(C)CCN2Cc2cccc(OC)c2OC)cc1OC (configuration not stated)	-2	0	0.1	-10	-12	9	-7	·	-1	·	-10

# An excerpt. The share of hits here may be higher or lower than overall.
